Compound activity: PubChem BioAssay, The Scripps Research Institute Molecular Screening Center
SRC1 TRFRET art = counter-screen for PPARgamma SRC-1 recruitment agonists: TR-FRET artefact; TR-FRET detection artefact counter-screen, emission ratio; hits give high values; TR-FRET ratio at 8 µM; 99,000 tested, 0.34% active; AID 1051; in the data active means TR-FRET ratio above about 2300; further: inactives centre near 1800; reference of the scale not given here
SRC3 TRFRET art = TR-FRET artefact, counter-screen to PPARgamma/SRC-3 agonist assay; TR-FRET ratio at 8 µM; AID 1048; 99,000 tested, 0.39% active; PPARgamma/SRC-3 format; hits give high values; in the data active means TR-FRET ratio above about 2000; further: inactives centre near 1600; reference of the scale not given here
Active calls of the source: *.

compound | SRC1 TRFRET art | SRC3 TRFRET art
O=C(Nc1ccccc1NS(=O)(=O)c1ccc(F)cc1)C1CCC1 | 1727 | 1408
O=C(O)CC(C(=O)NCc1ccccc1)C1CCCO1 (stereo not drawn) | 1747 | 1502
COc1ccc(CN(C(=O)CCC(=O)N2CCCCC2)c2nccs2)cc1OC | 1864 | 1575
COc1ccc2c(CC(=O)Nc3ccc(OC)c(S(=O)(=O)N4CCOCC4)c3)coc2c1 | 1702 | 1669
Brc1ccc(C=Nc2ccc(Nc3ccccc3)cc2)s1 | 1838 | 1732
CSc1nc2c(c(=O)[nH]1)C(c1ccccc1)C1=C(CC(C)(C)CC1=O)N2 (stereo not drawn) | 2022 | 1768
CCOC(=O)c1ccccc1NC(=S)N1CCN(C2CCCCC2)CC1 | 1790 | 1376
CCOC(=O)/C(O)=C(\C#N)c1nc2ccccc2[nH]1 | 1975 | 1569
COc1ccc(CNS(=O)(=O)c2ccc(F)c(C(=O)Nc3ccc(OC)cc3)c2)cc1 | 1531 | 1372
CC(C)CCN1CCN(Cc2cccn2-c2cccnc2)CC1CCO (stereo not drawn) | 2014 | 1564
COc1ccc(OC)c(NC(=O)COC(=O)c2ccc(S(=O)(=O)N3CCOCC3)cc2)c1 | 1830 | 1658
Cc1cc(SC(C)C(=O)NCC(=O)Nc2ccc(F)c(F)c2F)nc2ccccc12 (stereo not drawn) | 2011 | 1575
Cc1ccc(CN=c2c([N+](=O)[O-])nn(-c3cccc(C)c3)n2O)cc1 | 1851 | 1463
CCOC(=O)CN1C(=O)SC(Nc2ccc(C)cc2)C1=O (stereo not drawn) | 1772 | 1761
CCOC(=O)C(=Cc1ccccc1OC)C(=O)OCC | 1593 | 1343
COc1ccc(-n2nc([N+](=O)[O-])c(=NC3CCN(Cc4ccccc4)CC3)n2O)cc1 | 1780 | 1605

In a second layout: five of the compounds above
Values run as follows: SRC1 TRFRET art, SRC3 TRFRET art
COc1ccc(OC)c(NC(=O)COC(=O)c2ccc(S(=O)(=O)N3CCOCC3)cc2)c1
  1830, 1658
Cc1cc(SC(C)C(=O)NCC(=O)Nc2ccc(F)c(F)c2F)nc2ccccc12 (stereo not drawn)
  2011, 1575
Cc1ccc(CN=c2c([N+](=O)[O-])nn(-c3cccc(C)c3)n2O)cc1
  1851, 1463
CCOC(=O)CN1C(=O)SC(Nc2ccc(C)cc2)C1=O (stereo not drawn)
  1772, 1761
CCOC(=O)C(=Cc1ccccc1OC)C(=O)OCC
  1593, 1343

Further entries
compound | SRC1 TRFRET art | SRC3 TRFRET art
C[n+]1ccc(/C=C/c2ccccc2O)c2ccccc21 | 1916 | 1493
CC(=O)N1N=C(N)SC12CCCC2 | 1758 | 1475
CC(NC(=O)c1ccc([N+](=O)[O-])cc1[N+](=O)[O-])c1ccc(-c2ccccc2)cc1 (stereo not drawn) | 1956 | 1399
O=C(NCCc1ccc(Cl)cc1)c1n[nH]c2ccccc12 | 1975 | 1677
COC(=O)c1cccc([N+](=O)[O-])c1CS(=O)(=O)c1ccc(C)cc1 | 1948 | 1514
O=C(/C=C/c1ccc2c(c1)OCO2)Nc1nc(-c2ccc(F)cc2F)cs1 | 1799 | 1561
COc1ccc(S(=O)(=O)N2CCCCC2)cc1NC(=O)c1ccc2ccccc2n1 | 1655 | 1458
Cc1nc2ccccn2c1C(=O)NN=C1CCCC1 | 1635 | 1589

Retrieved one by one from the entries so far, 4 records:
compound | SRC1 TRFRET art | SRC3 TRFRET art
COc1ccc(S(=O)(=O)N2CCCCC2)cc1NC(=O)c1ccc2ccccc2n1 | 1655 | 1458
C[n+]1ccc(/C=C/c2ccccc2O)c2ccccc21 | 1916 | 1493
Cc1nc2ccccn2c1C(=O)NN=C1CCCC1 | 1635 | 1589
CC(=O)N1N=C(N)SC12CCCC2 | 1758 | 1475

Next section:
compound | SRC1 TRFRET art | SRC3 TRFRET art
Nc1nnc(SCC(=O)Nc2cccc(S(N)(=O)=O)c2)s1 | 1682 | 1464
Cc1cc(C(=O)NC(C)CCC(C)C)c2ccccc2n1 (stereo not drawn) | 1847 | 1801
Cc1c(C#N)c(NC(=O)CCl)n(Cc2ccccc2)c1C | 1618 | 1424
O=S(=O)(c1ccccc1)c1cnc(-c2ccccc2)nc1N1CCCC1 | 1944 | 1728
COc1ccc(/C(C)=N/NC(=S)Nc2cc(C)ccc2C)cc1 | 1908 | 1727
CC(Cc1cccs1)NC(=S)Nc1ccccc1 (stereo not drawn) | 2006 | 1516
O=C(NC1CC2CCCC(C1)N2Cc1cccs1)c1ccc([N+](=O)[O-])cc1 (stereo not drawn) | 1928 | 1513
CCCN(CCC)C(=O)C[n+]1cccc(/C=N/O)c1 | 1855 | 1368
Cc1ccc(C)c(NC(=O)c2cccc(Oc3ccc([N+](=O)[O-])cc3Cl)c2)c1 | 2140 | 1562
Nc1nc2ccc(Cl)cc2c2nc(-c3ccco3)nn12 | 1742 | 1530
O=C(NCc1ccc2[nH]c3c(c2c1)CCCC3)c1ccc(S(=O)(=O)N2CCCCC2)cc1 | 1934 | 1600
CCN1CCSc2ccc(C(=O)Nc3ccc(NC(C)=O)cc3)cc21 | 2067 | 1512
Cn1c(Cn2c(=O)sc3ccccc32)nnc1SCC(=O)N1CCCc2ccccc21 | 1970 | 1675
CCC(=O)NC(c1cccc([N+](=O)[O-])c1)c1c(O)ccc2ccccc12 (stereo not drawn) | 1700 | 1477
CC(O)Cn1cnc2c1c(=O)n(C)c(=O)n2C (stereo not drawn) | 1766 | 1774
CCn1cc(C(=O)N2CCN(c3ccc(C(C)=O)cc3)CC2)c2cc(OC)c(OC)cc2c1=O | 1915 | 1585
COc1nc(-c2cnccn2)sc1C | 2095 | 1654
O=C(CN1CCCCCC1)NCc1ccccc1 | 1925 | 1585
Cc1ccc(C2=NN(C(=O)CCC(=O)O)C(c3cn(-c4ccccc4)nc3-c3ccc(C)cc3)C2)cc1 (stereo not drawn) | 1654 | 1545
O=[N+]([O-])c1cnc2ccccc2c1 | 1858 | 1442
O=C(Nc1ccc(N2CCCC2)c(Cl)c1)c1ccccc1[N+](=O)[O-] | 1652 | 1516
CC(C)C[C@H](NC(=O)c1nc[nH]c1C(=O)NCc1ccccc1)C(=O)OCc1ccccc1 | 1748 | 1527
Cc1nnc(SCC(=O)N2CCCCCC2)n(N)c1=O | 1591 | 1490
COc1ccc(/C=C/C(=O)NCC2COc3ccccc3O2)cc1OC (stereo not drawn) | 1679 | 1468
COc1ccc(CN2CCNC(=O)C2CC(=O)NCc2ccc(C)s2)c(OC)c1 (stereo not drawn) | 1740 | 1534
CCNc1nc(Oc2ccc(C(=O)OCC)cc2)nc(N2CCOCC2)n1 | 1748 | 1601
COc1ccccc1NC(=O)N1CCC(c2nc3ccccc3o2)CC1 | 2003 | 1666
Cc1[nH]c2ccccc2c1/C=N/Nc1ccc([N+](=O)[O-])cc1 | 1897 | 1625
c1ccc(CN2CCN(Cc3cn4cccnc4n3)CC2)cc1 | 1995 | 1409
CC(=O)N1C=CN(C(C)=O)C(c2cn(C)c3ccccc23)C1c1cn(C)c2ccccc12 (stereo not drawn) | 1640 | 1610
COc1ccc(CCNC(=O)COc2ccc([N+](=O)[O-])cc2)cc1 | 1584 | 1393
Cc1csc(SCC(=O)NCc2cccc(Cl)c2)n1 | 1714 | 1305
COc1ccc(C(C)NC(=O)c2ccccc2Br)cc1OC (stereo not drawn) | 1863 | 1609
CCOC(=O)c1ccc(S(=O)(=O)NCCN(CC)CC)cc1 | 1808 | 1533
CC1=NN(C(=O)c2ccc(C)o2)C(O)(c2ccccc2)C1 (stereo not drawn) | 1396 | 1312
O=C(O)C1CC(=O)N(Cc2ccc(F)cc2)C1 (stereo not drawn) | 1796 | 1679
O=C(COC(=O)c1ccccc1Cl)NCCC1=CCCCC1 | 1652 | 1446
CC(=O)C1=C(O)C(=O)N(Cc2ccco2)C1c1cccc(F)c1 (stereo not drawn) | 1689 | 1647
COC(=O)Cc1ccc(NC(=S)Nc2cccc(C)n2)cc1 | 1916 | 1538
CN(C[C@@H](Cc1cccc2ccccc12)N(C[C@H](Cc1ccccc1)N(CCc1ccccc1)N=O)N=O)N=O | 1692 | 1557
CCC(NC(=O)CCl)c1ccc(C)cc1 (stereo not drawn) | 1763 | 1613
COc1ccc(-c2cc(C(F)F)n3ncc(C(=O)N4CCc5ccccc54)c3n2)cc1 | 1911 | 1704
Cc1cc(NC(=O)CSc2nnc(-c3ccncc3)n2-c2ccccc2)no1 | 1829 | 1442
CC1CCCN(CCCOc2ccccc2-c2ccccc2)C1 (stereo not drawn) | 1928 | 1686
FC(F)(F)c1cccc(NC(=S)NC(c2ccccc2)c2ccccc2)c1 | 1550 | 1660
COc1ccccc1C(=O)NC(=O)CSc1cccc[n+]1[O-] | 1692 | 1493
O=C(CSc1ccc(-c2ccccn2)nn1)NCc1ccc(Cl)cc1 | 1749 | 1633
COc1n[nH]c(C(=O)Nc2cc(F)ccc2C)c1[N+](=O)[O-] | 1834 | 1635
Cc1cccc(CN2CCN(Cc3cccc4nonc34)CC2CCO)n1 (stereo not drawn) | 1522 | 1568
Nc1c(-c2ccccc2)c(CN2CCOCC2)nn1-c1ccc(F)cc1 | 1931 | 1455
CN(C)CCNC(=O)COc1cccc(Cl)c1 | 1645 | 1780
COc1ccccc1OCc1ccc(C(=O)N2CCN(C)CC2)o1 | 1640 | 1554
Cc1c(C(=O)O)sc2nc3n(c(=O)c12)CCC3 | 1646 | 1683
COc1ccc(CN2CCCC(C(=O)c3ccc(SC)cc3)C2)cc1Cn1cccn1 (stereo not drawn) | 1660 | 1384
CC(=O)Nc1ccc(CN2CCCC(CCC(=O)NCc3ccccc3F)C2)cc1 (stereo not drawn) | 1766 | 1517
Cc1ccc(NC(=S)NC(=O)/C=C/c2ccc(Cl)cc2)cc1 | 1752 | 1624

Further entries follow.
compound | SRC1 TRFRET art | SRC3 TRFRET art
CC(=O)c1sc(NC(=O)CCCOc2ccc(Cl)cc2)nc1C | 2292 | 2343*
COc1ccc(C(=O)OCC(=O)Nc2nc3c(F)c(F)c(F)cc3s2)cc1OC | 1916 | 1788
CCCCn1c(N)c(N2CCOCC2)c(=O)n(CC(=O)NCCc2ccccc2)c1=O | 1647 | 1434
CC(C)COP(=O)(OCC(C)C)C(Nc1ccccc1)c1ccc(F)cc1 (stereo not drawn) | 1871 | 1648
CCN(Cc1ccccc1)C1CCN(Cc2ccc(SC)cc2)CC1 | 1615 | 1544
Cn1ncc2c(N3CCC(Cc4ccccc4)CC3)ncnc21 | 1785 | 1516
O=C(NC1(C(F)(F)F)N=C(c2ccccc2)NC1=O)c1ccccc1 (stereo not drawn) | 1867 | 1260
Cc1ccc2[nH]c(=O)c(CN(CC3COCCO3)C(=O)Nc3ccccc3C)cc2c1 (stereo not drawn) | 1602 | 1376
COC(=O)c1cc(C(=O)Nc2nnc(C3CC3)s2)cc([N+](=O)[O-])c1 | 1575 | 1401
Cc1nc(CC(=O)NNS(=O)(=O)c2ccc(F)c(Cl)c2)cs1 | 1740 | 1603
COc1cc(O)oc1C=Nc1ccc(C(=O)O)cc1 | 1815 | 1550
Cc1ccc(OCCCn2ccnc2)c([N+](=O)[O-])c1 | 1968 | 1639
Cc1ccc(-n2ncc3c(NNC(=O)c4ccco4)ncnc32)c(C)c1 | 1718 | 1593
Cc1[nH]c2ccccc2c1C(=O)CSC(=S)N(C)C | 1962 | 1649
C=CCNC(=S)Nc1cc(C)ccn1 | 1776 | 1646
O=S(=O)(CCc1ccccc1)N1CCOCC1 | 1705 | 1545
COc1ccc(CCNC(=O)COC(=O)C2CC2)cc1 | 1899 | 1608
COc1ccc(C2=NN(C(=S)Nc3ccccc3)C(c3ccccc3)C2)cc1 (stereo not drawn) | 1987 | 1746
COc1ccc(/C(N)=N/OC(=O)COc2ccccc2Cl)cc1 | 1823 | 1479
O=C(CCSc1nnc(-c2ccc(O)cc2)o1)N1CCOCC1 | 1869 | 1795
O=S(=O)(Nc1cccc(-c2ccc3nncn3n2)c1)c1cccs1 | 1797 | 1573
Cc1cccc(C)c1NC(=O)COC(=O)c1ccc([N+](=O)[O-])o1 | 1671 | 1481
O=S(=O)(c1ccc(F)cc1)N1CCN(C(=S)NCc2ccccc2)CC1 | 1962 | 1632
Cc1cc(N2CCCC2=O)ccc1S(=O)(=O)Nc1c(C)nn(C)c1C | 1581 | 1653
COc1ccc(C(=O)CCC(=O)Nc2cccc(Cl)c2)cc1 | 2028 | 1544
CCNC(=O)C(=O)N/N=C/c1cc([N+](=O)[O-])ccc1O | 1895 | 1598
CC(CCCC(C)(C)O)NC(=O)c1cc(COc2ccc3ncccc3c2)on1 (stereo not drawn) | 1661 | 1430
Cc1cc(Br)cc(C)c1OCC(=O)NNC(=O)CCC(=O)NCc1ccccc1 | 2137 | 1765
O=C(NCc1ccccc1)C1c2ccccc2Oc2ccccc21 | 1928 | 1692
c1ccc2c(c1)OCCOCCOCCOCCOCCOc1ccccc1OCCOCCOCCO2 | 1811 | 1395
Cc1cc(C)c(NC(=O)C[N+](C)(C)CC(O)COc2cccc3ccccc23)c(C)c1 (stereo not drawn) | 1860 | 1599
CN1C[C@@H]2C[C@@H](c3cccn3-c3nccs3)N3CCC[C@@]23C1=O | 1701 | 1512
Cc1ccccc1NC(=O)Cc1nnc(SCC(=O)Nc2ccccc2)n1C | 1792 | 1423
CC(NC(=O)CCn1nc(-c2ccc(Cl)cc2)ccc1=O)c1ccccc1 (stereo not drawn) | 1870 | 1464
Cc1cc(=S)cc(C)n1CCCn1ccnc1 | 1891 | 1740

Some of the compounds tested; rates above refer to the full screens.
